High-throughput results as filed in PubChem.
JMJD2A Tudor inh: inhibitors of human JMJD2A Tudor domain; O75164; AlphaScreen JMJD2A-Tudor / H3K4me3 peptide binding; Potency, µM (highest dose often 114 µM), for inactives: top-dose activity change, negative = inhibition, most hits filed as inhibitors; 390,000 compounds, 4.4% hits; AID 504339; note: % is set by controls: 0 for no effect and ±100 for the full control effect; nearly all actives have a fitted effect of over 50% in size
Pin1 inh: inhibitors of human Pin1; Pin1 FP peptide displacement, HiFluor488, 10 min; 390,000 compounds, 0.009% hits; Potency, µM (doses to about 115 µM), for inactives: top-dose activity, negative = inhibition, usual class: inhibitors; Q13526; active = well fitted inhibition curve with a large enough effect in the polarisation, with a control signal flat, not every such curve was filed as active; inconclusive = small, poorly fitted or top-dose-only effect, or effect the other way, or a change in a side signal; inactive = no such curve, though single readings can be large or run the other way; the % refers to the polarisation; note: % is set by controls: 0 for no effect and ±100 for the full control effect
HP1b binding inh: blocks HP1-beta chromodomain binding to methylated histone tails; AID 540317; P83916; AlphaScreen HP1-beta / biotin-H3K9me3 peptide binding; Potency, µM (top dose mostly 114 µM), for inactives: at the top dose activity change, negative = inhibition, hits mostly inhibitors; 390,000 compounds, 0.56% hits; note: nearly all actives have a fitted effect of over 70% in size; inactives centre near 23
Target sequence (P83916 whole entry, looked up): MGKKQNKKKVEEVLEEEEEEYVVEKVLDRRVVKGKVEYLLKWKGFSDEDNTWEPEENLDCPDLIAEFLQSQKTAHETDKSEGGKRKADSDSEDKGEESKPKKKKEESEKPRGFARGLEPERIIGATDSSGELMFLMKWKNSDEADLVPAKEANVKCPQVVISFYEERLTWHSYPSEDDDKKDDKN
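Compound inhibition of the preformed complex between 50 nM HP1-beta and 50 nM biotinylated H3K9me3 peptide was read by AlphaScreen. Buffer was PBS pH 7.4 with 0.01% Tween-20. Incubations ran 30 min at room temperature, with 10 ug/mL donor/acceptor beads.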
12-LOX inh: blocks human arachidonate 12S-lipoxygenase; purified 12hLO, xylenol orange hydroperoxide absorbance; AID 1671190; 580,000 compounds, 1.1% hits; Potency, µM (titrated, usually from 108 µM), without a hit: top-dose activity change, negative = inhibition, usual class: inhibitors; note: % is set by controls: 0 for no effect and ±100 for the full control effect
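Purified human 12hLO at 150 nM in 25 mM Hepes, 0.01% Triton X-100, pH 7.0, preincubated 15 min at room temperature with compound. Reaction started with 40 uM arachidonic acid, 30 min at room temperature. Hydroperoxide measured by Fe-xylenol orange, 573/405 nm absorbance ratio.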
TrxR1 inh: rat TrxR1 inhibition; Potency, µM (doses to about 114 µM), for the others: at the top dose activity change, negative = inhibition, actives largely listed as inhibitors; O89049; recombinant rTrxR1, NADPH fluorescence consumption, selenite substrate; 390,000 compounds, 1% hits; note: % is set by controls: 0 for no effect and ±100 for the full control effect; nearly all actives have a fitted effect of over 65% in size
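Rat TrxR1 (90 nM in the dispensed reagent) was pre-reduced with 400 uM NADPH for 5 min at room temperature, then incubated with compound for 15 min. After 400 uM selenite was added, NADPH fluorescence (Ex 340/Em 450 nm) was followed for 8 min.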
RGS4 inhibitor: blocks human RGS4-accelerated GTP hydrolysis; P49798; Transcreener GDP fluorescence polarization, RGS4-accelerated GTP hydrolysis; Potency, µM (series often up to 114 µM), inactives show top-dose activity change, negative = inhibition, actives largely listed as inhibitors; 390,000 compounds, 0.039% hits; AID 504845; note: % is set by controls: 0 for no effect and ±100 for the full control effect; nearly all actives have a fitted effect of over 75% in size; some results filed as inactive show a strong effect at the top dose
Target sequence (P49798 whole entry, looked up): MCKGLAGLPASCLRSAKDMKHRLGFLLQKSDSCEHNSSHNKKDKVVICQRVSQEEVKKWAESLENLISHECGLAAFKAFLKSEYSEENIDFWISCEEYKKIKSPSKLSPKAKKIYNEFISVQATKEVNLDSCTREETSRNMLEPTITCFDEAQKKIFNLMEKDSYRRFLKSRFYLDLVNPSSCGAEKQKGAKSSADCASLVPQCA
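MLSMR compounds (23 nl, pin-transferred) preincubated 10 min at room temperature with a 500nM (2x) first reagent, then RGS4 at 900nM (2x) plus Transcreener GDP mix added; fluorescence polarization (620/688 nm) read before and after 90 min at 30 °C.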
PGK inhibitor: inhibitors of T. brucei phosphoglycerate kinase; 380,000 compounds, 0.043% hits; P07378; Potency, µM (titrated, usually from 57.5 µM), without a hit: at the top dose activity change, negative = inhibition, most hits filed as inhibitors; PGK/GAPDH coupled, Kinase-Glo luminescence, 60 min; note: % is set by controls: 0 for no effect and ±100 for the full control effect; nearly all actives have a fitted effect of over 60% in size
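Luminescent ATP detection (Kinase-Glo Plus) follows a 60-minute room-temperature incubation, with wells lacking PGK as controls. Buffer: 100 mM TEA (pH 7.6), 5 mM MgCl2, 0.01% Tween-20. Coupling enzyme GAPDH (100 nM final) supplies unstable 1,3-BPG in-well.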
GLS inh: blocks human kidney-isoform glutaminase activity. 410,000 compounds, 0.21% hits. Potency, µM (highest dose often 45.5 µM), inactives show at the top dose activity change, negative = inhibition, most hits filed as inhibitors. GLS enzymatic activity, qHTS titration. O94925; note: % is set by controls: 0 for no effect and ±100 for the full control effect
Target sequence (O94925 whole entry, looked up, canonical isoform): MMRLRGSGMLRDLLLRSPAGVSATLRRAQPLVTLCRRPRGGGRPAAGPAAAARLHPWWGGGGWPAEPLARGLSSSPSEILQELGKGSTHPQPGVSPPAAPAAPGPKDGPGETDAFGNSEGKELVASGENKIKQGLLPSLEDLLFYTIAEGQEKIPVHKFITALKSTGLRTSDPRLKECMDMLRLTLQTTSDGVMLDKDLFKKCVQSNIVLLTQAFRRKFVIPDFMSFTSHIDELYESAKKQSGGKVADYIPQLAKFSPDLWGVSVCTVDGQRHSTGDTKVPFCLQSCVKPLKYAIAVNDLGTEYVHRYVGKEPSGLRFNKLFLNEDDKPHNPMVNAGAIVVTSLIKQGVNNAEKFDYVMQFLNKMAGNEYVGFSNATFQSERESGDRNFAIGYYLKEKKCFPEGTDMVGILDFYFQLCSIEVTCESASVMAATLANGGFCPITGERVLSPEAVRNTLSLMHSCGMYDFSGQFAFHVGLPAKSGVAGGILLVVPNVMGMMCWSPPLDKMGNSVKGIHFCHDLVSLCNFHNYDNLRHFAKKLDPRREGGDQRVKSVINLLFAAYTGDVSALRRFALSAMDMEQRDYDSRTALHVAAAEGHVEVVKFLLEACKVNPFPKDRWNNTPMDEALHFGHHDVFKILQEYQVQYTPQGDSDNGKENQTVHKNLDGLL
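Compounds were pin-transferred onto hKGA, after which L-glutamine (1 mM solution) and a detection mix of glutamate oxidase, HRP and Amplex Red were added. Initial and 30 min RT fluorescence reads were collected.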
ERG-DNA inh: blocks human ERG Ets domain binding to DNA; fluorescence polarization, His-ERG Ets domain / labelled DNA; AID 624246; Potency, µM (titrated, usually from 76.9 µM), without a hit: at the highest dose FP activity, negative = inhibition, usual class: inhibitors; P11308; 370,000 compounds, 0.028% hits; active = well fitted inhibition curve with a large enough effect in the polarisation, with a control signal flat; inconclusive = small, poorly fitted or top-dose-only effect, or effect the other way, or a change in a side signal; inactive = no such curve, though single readings can be large or run the other way; the % refers to the polarisation;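 note: polarization taken with two DNA probes labelled with fluorescein and Texas red; % of control where 0% means no effect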
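His-tagged ERG Ets domain (1 uM in the protein solution; 300mM KCl, 50mM Tris-HCl, 1mM EDTA, 1mM DTT, pH 7.5) received compound, then a probe mix of 5 nM fluorescein-DNA and 100nM Texas-615-DNA. Fluorescence polarization was read for both dyes.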
Active calls of the source: *; i = inactive; ? = inconclusive; · = not tested or not shown; [ ] = another dose, or the depositor's remark. Unless noted, calls come from the whole dose curve; as a rule, active = well fitted curve in the direction sought with a large enough effect; inconclusive = small, poorly fitted or top-dose-only effect, or another doubt; inactive = no such curve, though single readings can be large; an effect the other way counts as inactive or inconclusive. Potency is the fitted concentration of half-maximal effect. A portion of the library. The share of hits here may be higher or lower than overall.

item	JMJD2A Tudor inh	Pin1 inh	HP1b binding inh	12-LOX inh	TrxR1 inh	RGS4 inhibitor	PGK inhibitor	GLS inh	ERG-DNA inh	canonical_smiles
1	?	?	7.6%	0.0%	4.4%	-6.4%	6.3%	17.5%	-1.1%	O=C(c1cc(-c2cccs2)nc2ccccc12)N1CCN(c2ccccc2O)CC1
2	-19.5%	-0.2%	-0.3%	-14.0%	10.4%[57.1 µM]	0.7%	-0.1%	13.8%	-7.9%	CCN(CCNC(=O)C1CC(=O)N(CCc2ccccc2)C1)c1ccccc1 (centres undefined)
3	-24.0%	23.4%	3.1%	-27.0%	-1.0%[57.1 µM]	6.2%	-4.9%	1.4%	-1.4%	O=C(NCCc1ccccc1)C1CCN(Cc2cc3ccccc3n2Cc2ccccc2)CC1
4	-15.9%	-0.6%	31.7%	4.4%	-10.3%	26.8%	-1.0%	-0.1%	-3.8%	Cc1cc(NC(=O)CSc2ncc(CO)n2Cc2ccc(F)cc2)no1
5	-3.7%	4.3%	23.3%	-2.0%	9.5%[57.1 µM]	-29.0%	i	13.3%	-9.0%	COC(=O)c1c(NC(=O)CN2C(=O)NC3(CCC(C(C)(C)C)CC3)C2=O)sc2c1CCCCC2 (centres undefined)
6	9.8%	1.1%	55.0%[activator]	66.0%	24.5%	-7.7%	-6.7%	-3.4%	-9.7%	CN(C(=O)COC(=O)C12CC3CC(CC(Cl)(C3)C1)C2)C1(C#N)CCCCC1
7	-17.3%	0.1%	-8.6%	0.5%	29.4%[57.1 µM]	-15.2%	-5.8%	5.0%	6.5%	O=C(Nc1ccccc1N1CCOCC1)c1ccc(S(=O)(=O)NCc2ccco2)cc1
8	-20.4%	1.3%	43.3%[activator]	42.3%[activator]	-5.7%[57.1 µM]	-28.7%	-11.1%	13.7%	6.2%	COc1ccc(C2C(C(=O)Nc3cccnc3)=C(C)Nc3nc(-c4ccco4)nn32)cc1 (centres undefined)
9	1.8%	2.1%	32.5%	-3.7%	18.1%[57.1 µM]	15.9%	-9.8%	3.1%	3.2%	c1ccc(N2CCN(c3cnccn3)CC2)nc1
10	-6.2%	?	24.5%	?	0.6%	-24.4%	-1.5%	6.6%	-6.1%	Cc1ccc(NC(=O)CN(C)C(=O)c2ccc(S(=O)(=O)N(C)c3ccccc3)cc2)cc1
11	-17.0%	2.6%	20.9%	8.2%	12.6%	-12.1%	-8.6%	3.0%	9.8%	COc1ccc(CNC(=O)[C@H](C)N2C(=O)N3CCc4c([nH]c5ccccc45)[C@@]3(C)C2=O)cc1OC
12	44.7µM*	-1.6%	?	5.2%	-0.9%[57.1 µM]	-4.8%	6.2%	-10.1%	0.7%	COc1ccc(OC)c(NC2c3ccccc3C(=O)N2Cc2ccc3c(c2)OCO3)c1 (centres undefined)
13	10.4%	3.4%	54.8%[activator]	5.2%	9.8%	25.5%	-0.9%	0.7%	-9.4%	COc1ccc(Br)c(-c2nc(CS(=O)(=O)c3ccc(F)cc3)no2)c1
14	3.4%	13.0%	58.9%[activator]	-9.2%	2.7%	11.7%	i	0.4%	13.5%	CNC(=O)C1CC(=O)N(c2ccc(OCC(=O)Nc3ccc(OC)cc3)cc2)C1 (centres undefined)
15	0.7%	30.3%[activator]	53.5%[activator]	-14.3%	13.0%[57.1 µM]	-31.7%	i	-13.3%	15.9%	O=C(COC(=O)c1ccccc1C(=O)c1ccccc1)NCCc1ccc(Cl)cc1Cl
16	-3.5%	1.5%	4.6%	-2.4%[57.4 µM]	-5.1%	5.6%	-3.3%	-1.4%	·	CCn1c(Cn2nnc(-c3ccccc3)n2)nnc1SCC(=O)Nc1cccc(C(C)=O)c1
17	-19.4%	1.9%	29.0%	-2.7%	5.4%	-2.9%	-1.9%	0.0%	-0.1%	COC(=O)CC1Oc2ccccc2-n2cc(-c3ccc(F)cc3)nc21 (centres undefined)
18	8.1%	0.1%	12.8%	0.0%	37.4%	-4.3%	-10.3%	-3.3%	7.0%	CC(=O)N(CCN(C(C)=O)c1ccccc1)c1ccccc1
19	-10.3%	-0.6%	27.9%	0.0%	21.2%[57.1 µM]	9.5%	1.0%	3.8%	-6.3%	CCc1cc2c(NCC(=O)O)ncnc2s1
20	25.2%	-2.3%	74.2%[activator]	-16.9%	11.3%	0.5%	5.0%	7.1%	1.8%	COc1ccc(C(=O)OC(C(=O)c2ccccc2)c2ccccc2)cc1 (centres undefined)

With a hit mark in JMJD2A Tudor inh, of those listed so far:
item	JMJD2A Tudor inh	Pin1 inh	HP1b binding inh	12-LOX inh	TrxR1 inh	RGS4 inhibitor	PGK inhibitor	GLS inh	ERG-DNA inh	canonical_smiles
12	44.7µM*	-1.6%	?	5.2%	-0.9%[57.1 µM]	-4.8%	6.2%	-10.1%	0.7%	COc1ccc(OC)c(NC2c3ccccc3C(=O)N2Cc2ccc3c(c2)OCO3)c1 (centres undefined)

Next results:
item	JMJD2A Tudor inh	Pin1 inh	HP1b binding inh	12-LOX inh	TrxR1 inh	RGS4 inhibitor	PGK inhibitor	GLS inh	ERG-DNA inh	canonical_smiles
21	-29.1%	70.7%[activator]	36.2%	-0.9%[57.4 µM]	8.2%	4.2%	0.8%	-1.2%	5.5%	COc1ccccc1-n1c(SCC(=O)Nc2cccc(C)c2)nc2c(c1=O)SCC2
22	-7.2%	7.6%	14.5%	384.5%[activator]	9.9%	2.5%	-4.8%	4.8%	1.5%	COCCn1c(SCC(=O)Nc2cccc(S(N)(=O)=O)c2)nc2ccccc21
23	-15.7%	-0.4%	35.5%[activator]	0.0%	-1.1%[57.1 µM]	9.4%	-0.3%	17.1%	-4.6%	O=C(N1CCCC1)n1c(Cc2ccccc2)nc2ccccc21
24	?	38.4%[activator]	?	1.9%	9.1%[57.1 µM]	?	-9.5%	0.0%	2.3%	COc1cc(Cl)ccc1NC(=S)N(CCCN1CCOCC1)Cc1cn(C)c2ccccc12
25	-35.9%	-1.3%	10.5%	16.1%	22.8%	8.4%	-10.2%	23.3%	-2.0%	C=CCn1c(SCC(=O)Nc2ccc3c(c2)OCO3)nnc1-c1ccccc1O
26	-16.1%	7.7%	44.4%[activator]	?	-45.0%	-43.0%	8.1%	20.7%	-6.4%	CC1(c2ccc3noc(-c4ccc(Cl)cc4)c3c2)OCCO1
27	?	-16.9%	14.7%	·	-24.3%	-10.5%	-11.3%	?	·	Cc1ccc(-c2ccc(CCC(=O)O)n2CC(=O)O)cc1
28	-16.6%	1.2%	38.4%	-14.2%	7.9%	8.6%	·	1.4%	9.0%	CCOC(=O)c1sc2ncn(C(CC)C(=O)OC)c(=O)c2c1C (centres undefined)
29	?	-4.6%	1.6%	-13.0%	?	?	·	7.1%	-2.2%	COc1ccc2c(c1)Cc1sc(NC(=O)c3ccccc3C)nc1-2
30	-5.2%	-2.1%	17.2%	26.2%	19.8%[57.1 µM]	-18.0%	-1.1%	0.4%	2.0%	COc1ccc(OC)c(NC(=O)COC(=O)/C=C/c2c(C)nn(C3CCS(=O)(=O)C3)c2Cl)c1 (centres undefined)
31	1.3%	3.2%	79.8%[activator]	15.8µM*	31.5%	-18.7%	i	-4.7%	12.8%	COc1ccc(C)cc1S(=O)(=O)N1CCN(S(=O)(=O)c2cc(C(=O)O)ccc2C)CC1
32	19.9%	1.6%	38.5%[activator]	5.6%	2.0%	20.8%	4.6%	5.8%	-3.0%	O=C(NCCOC12CC3CC(CC(C3)C1)C2)c1cccc(Br)c1
33	-8.1%	47.7%[activator]	46.7%[activator]	5.9%	-8.5%	-8.7%[56.9 µM]	6.1%	1.5%	-1.5%	O=C(NCc1ccc(F)cc1)C1CCCN(S(=O)(=O)c2cccc3nonc23)C1 (centres undefined)
34	-11.8%	1.2%	31.7%	-8.8%	15.8%	-13.4%	i	3.3%	-5.5%	Cc1ccc2c(c1)C1CN(C)CCC1N2S(=O)(=O)c1cccc(C(F)(F)F)c1 (centres undefined)
35	-12.4%	-8.9%	43.2%[activator]	-16.6%	19.8%	5.2%	-5.3%	8.4%	-3.7%	COc1cccc(/C=N\NS(=O)(=O)c2ccccc2)c1OC
36	3.0%	25.5%	81.3%[activator]	0.0%	1.7%	0.2%	-6.3%	-5.1%	-4.1%	COc1cccc(C(=O)Nc2ccc3nc(SCc4ccc(C)cc4)sc3c2)c1
37	-14.7%	-1.6%	8.7%	-2.1%	-11.5%[57.1 µM]	-12.8%	-1.8%	2.3%	3.7%	CS(=O)(=O)N1CCCC(C(=O)c2cccc(Cl)c2)C1 (centres undefined)
38	22.4µM*	-14.5%	?	?	0.708µM*	?	5.8%	26.3%	-3.0%	COc1ccccc1NC(c1cccnc1)c1ccc2cccnc2c1O (centres undefined)
39	-8.2%	1.6%	28.6%	-11.6%	7.9%	8.1%	4.0%	28.7%	0.1%	COc1ccc(N2CCN(C(=O)CCNC(=O)c3ccccc3)CC2)cc1
40	-13.7%	-5.2%	9.5%	-11.4%	17.0%	5.9%	i	0.0%	-6.2%	COc1cccc(C(C(=O)NC2CCCC2)N(CCC(C)C)C(=O)CCC(=O)Nc2cc(C)on2)c1 (centres undefined)
